# RXFP1 agonist – RXFP1 (human) receptor agonism | HEK293T-RXFP1 cAMP TR-FRET, 30 min; response scale: percent of porcine relaxin response, buffer zero | Potency, µM (top dose mostly 57.5 µM), inactives show top-dose activation, usual class: activators | hit rate 0.3% among 370,000; further: potency means the concentration at half of the fitted maximal effect; on the % scale 0 is the no-effect control and ±100 the full control effect; nearly all actives have a fitted effect of over 60% in size; many of its hits are not listed in these tables
# Target sequence (Q9HBX9 whole entry, looked up): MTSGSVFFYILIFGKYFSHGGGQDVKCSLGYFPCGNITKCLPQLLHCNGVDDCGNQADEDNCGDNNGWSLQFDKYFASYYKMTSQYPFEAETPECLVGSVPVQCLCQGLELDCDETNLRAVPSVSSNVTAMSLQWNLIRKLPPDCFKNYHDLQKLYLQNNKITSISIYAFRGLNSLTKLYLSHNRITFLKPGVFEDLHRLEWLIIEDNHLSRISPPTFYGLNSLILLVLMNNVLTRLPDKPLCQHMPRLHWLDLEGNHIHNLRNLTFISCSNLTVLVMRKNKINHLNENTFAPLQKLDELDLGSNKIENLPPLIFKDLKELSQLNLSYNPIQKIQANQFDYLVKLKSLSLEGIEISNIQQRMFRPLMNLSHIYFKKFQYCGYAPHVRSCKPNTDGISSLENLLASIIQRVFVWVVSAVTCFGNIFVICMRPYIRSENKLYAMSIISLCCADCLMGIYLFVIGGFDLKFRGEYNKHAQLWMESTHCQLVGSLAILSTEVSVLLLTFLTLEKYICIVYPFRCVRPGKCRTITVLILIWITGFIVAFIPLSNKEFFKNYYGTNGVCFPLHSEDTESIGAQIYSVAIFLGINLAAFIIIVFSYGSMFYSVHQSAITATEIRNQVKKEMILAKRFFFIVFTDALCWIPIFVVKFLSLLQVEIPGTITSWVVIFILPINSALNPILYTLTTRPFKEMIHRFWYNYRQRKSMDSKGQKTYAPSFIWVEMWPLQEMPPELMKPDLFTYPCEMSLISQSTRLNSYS
#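 HEK293 cells stably expressing RXFP1, treated 30 min at 37C with compounds plus PDE4 inhibitor Ro 20174; cAMP measured by HTRF TR-FRET. Normalized to buffer and 29 nM porcine relaxin; EC50 by Hill fit.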
# D1 potentiator – enhances dopamine response at the human D1 receptor. P21728. HEK293 TREx D1 cells, calcium flux, dopamine EC20 potentiation. potentiation, % at 10 µM. hit rate 0.036% among 360,000. AID 504651; in the data active means potentiation above about 30%; further: 0% is about no effect
# Vif-APOBEC3G blk – blocks the Vif interaction with human APOBEC3G. Q9HC16. HeLa A3G-eYFP + Vif (tagged APOBEC3G with the HIV-1 protein that degrades it), YFP fluorescence, overnight. Potency, µM (titrated, usually from 46.1 µM), for the others: top-dose activity, negative = active, most hits filed as inhibitors. hit rate 0.076% among 410,000. AID 602310;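 further: potency means the concentration at half of the fitted maximal effect; on the % scale 0 is the no-effect control and ±100 the full control effect; nearly all actives have a fitted effect of over 60% in size; hits raise eYFP signal because A3G escapes Vif-driven loss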
# Target sequence (Q9HC16 whole entry, looked up): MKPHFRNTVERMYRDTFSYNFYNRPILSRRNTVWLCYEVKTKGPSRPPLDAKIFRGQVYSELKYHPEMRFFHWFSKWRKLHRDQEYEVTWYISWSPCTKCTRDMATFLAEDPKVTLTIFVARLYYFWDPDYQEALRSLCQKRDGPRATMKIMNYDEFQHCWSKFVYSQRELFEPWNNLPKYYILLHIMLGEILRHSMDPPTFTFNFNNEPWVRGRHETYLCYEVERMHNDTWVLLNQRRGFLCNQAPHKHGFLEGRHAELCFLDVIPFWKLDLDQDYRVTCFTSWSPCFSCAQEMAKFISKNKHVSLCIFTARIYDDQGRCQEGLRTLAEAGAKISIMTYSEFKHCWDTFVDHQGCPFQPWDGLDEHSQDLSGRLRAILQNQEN
#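 HeLa cells stably expressing Vif and C-terminally eYFP-tagged A3G, seeded overnight at 37 deg C, then exposed to compound by pintool overnight at 37 deg C. Rise in yellow fluorescence (Ex 488/Em 500-530, Acumen) marks blocked Vif-driven A3G degradation.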
# GRP78 ERSR act – ER stress response induction in glioma. hit rate 0.02% among 420,000. AID 602332. U87-MG GRP78 promoter luciferase reporter, 16 h. Potency, µM, for inactives: at the top dose activation, actives largely listed as activators; further: potency means the concentration at half of the fitted maximal effect; series mostly up to about 76 µM; % of control where 0% means no effect; nearly all actives have a fitted effect of over 35% in size
#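 Stably transfected U87-MG human glioma cells carrying a GRP78-based luminescent sensor were seeded at 1000 cells/well, pin-dosed with compounds and incubated 16 h. Luciferase reagent was then added, and end-point luminescence was read after 10 min at room temperature.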
# D2 PAM – D2 dopamine receptor (human) potentiation | P14416 | HEK293 T-REx D2, calcium flux, EC20 dopamine potentiation | potentiation, % at 10 µM | hit rate 0.34% among 340,000 | AID 485347;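 active means potentiation over 3 SD above the plate norm, cut at about 30% in these data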; further: 0% is about no effect
#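 Tetracycline-induced HEK293 T-REx cells force-coupled to calcium signalling expressed D2; compounds were pin-added after a 10 s baseline, read kinetically 180 s, then an EC20 dopamine challenge followed with a further 180 s calcium read.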
# LDHA inh – inhibitors of human lactate dehydrogenase A | hit rate 0.15% among 480,000 | AID 1347041 | purified LDHA, NADH/diaphorase-resazurin fluorescence; hits give low values | activity change, % (values are at about 110 or 230 µM) | P00338; in the data active means activity change below about -30%; inconclusive means mostly about -25% to -30%;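 further: plate controls were DMSO wells for no effect and wells without enzyme for full effect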
#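 Resorufin fluorescence (ex540/em590), read at 0 and 20 min after diaphorase/resazurin addition, reports the NADH left after a 5 min room-temperature reaction of 2 nM human LDH5 with 0.06 mM NADH and 0.2 mM pyruvate.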
# Vif-A3F inh – Vif-A3F binding inhibition; HeLa A3F-eYFP + Vif (tagged APOBEC3F with the HIV-1 protein that degrades it), YFP fluorescence increase; Potency, µM (doses to about 46.1 µM), for the others: top-dose activity, negative = active; hit rate 0.2% among 390,000; AID 602313; further: potency means the concentration at half of the fitted maximal effect; % of control where 0% means no effect; nearly all actives have a fitted effect of over 65% in size
#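 HeLa cells stably expressing A3F-eYFP plus Vif, plated and incubated overnight at 37 deg C, then exposed to compounds overnight at 37 deg C. Blocked degradation read as raised yellow fluorescence (Ex 488/Em 500-530).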
# D1 ag – human D1 receptor agonism. HEK293 T-REx D1 cells, calcium flux, agonist mode. activation, % at 2 µM. hit rate 1% among 360,000. AID 504660; in the data active means activation above about 30%; further: 0% is about no effect
#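 Tetracycline-induced HEK293 TREx D1 cells, force-coupled to calcium signalling, were dye-loaded with a no-wash calcium kit. Compound was pin-added after a 10 s baseline. Fluorescence was read kinetically at 1 cycle/s for 180 s, with calcium rises flagged as agonism.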
# D1 antagonist – antagonists of human D1 dopamine receptor; P21728; HEK293 TREx D1 cells, calcium flux, dopamine EC80; hits give low values; activity change, negative = inhibition, % at 10 µM; hit rate 3.2% among 360,000; AID 504652; in the data active means activity change below about -30%; further: on the % scale 0 is the no-effect control and ±100 the full control effect
#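 Antagonism measured as reduced calcium response to an EC80 dopamine addition following 180 s compound pre-read; cells were inducible HEK293 Trex D1 plated overnight at 30 C, read kinetically at 1 cycle/sec.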
# Active calls of the source: *; ? = inconclusive; nt = not tested or not shown; & = joins results of further samples. Unless noted, the call rests on the fitted dose curve; in most records, active means well fitted curve in the direction sought with a large enough effect; inconclusive means small, poorly fitted or top-dose-only effect, or another doubt; inactive means no such curve, though single readings can be large; an effect the other way counts as inactive or inconclusive. The list is partial; count on the stated rates, not on these rows.
# Results follow in this order: GRP78 ERSR act | D1 antagonist | D1 ag | D2 PAM | RXFP1 agonist | LDHA inh | Vif-APOBEC3G blk | Vif-A3F inh | D1 potentiator
- O=C(NNC(=O)c1ccccc1O)c1ccc(-c2ccc([N+](=O)[O-])cc2)o1
  -1% | 4 | 10 | 6 | -0.7% | -1 | -3% | 1% | -4
- CCCN(C(=O)CCc1ccc(OC)cc1)c1c(N)n(Cc2ccccc2)c(=O)[nH]c1=O
  -5% | nt | nt | nt | nt | -4 | -4% | 1% | nt
- O=C(NCc1ccc(Cl)cc1)C1CCCN(S(=O)(=O)c2cnc[nH]2)C1 (centres undefined)
  -3% | 9 | 4 | nt | 1.7% | -1 | 3% | -5% | -1
- CC1CCC/C(=C(\C#N)c2nc(-c3cc4ccccc4oc3=O)cs2)C1 (centres undefined)
  17% | 4 | 4 | -1 | -1.1% | -4 | -1% | -11% | 7
- CC1CCN(CC(=O)NC2CCCCC2)CC1
  -2% | -22 | 3 | -13 | -0.2% | -5 | 2% | -5% | -6
- CN1CCN(C(=O)c2ccccc2NC(=O)Cc2ccccc2)CC1
  0% | -9 | 2 | 6 | 0.9% | -8 | 1% | -6% | -2
- COc1cccc(/C=C/C(=C2/C(=O)N(c3ccccc3)N=C2C)c2ccc(Br)cc2)c1OC
  -3% | -85* | 0 | -20 | -0.2% | -11 | -2% | -15% | -11
- CCC(=O)N1CCc2cc(S(=O)(=O)N3CCN(C(=O)c4ccco4)CC3)ccc21
  -2% | -2 | 2 | -11 | 0.0% | 1 | -1% | -5% | -3
- COCCn1c(=O)[nH]c2cc(C(=O)NCCN3CCN(c4ccccc4F)CC3)ccc2c1=O
  -6% | -18 | 1 | -21 | 3.7% | 3 | 2% | -1% | -7
- Cc1cc(C)nc(NNS(=O)(=O)c2c(F)cc(F)cc2Br)n1
  -3% | nt | nt | nt | nt | -1 | 0% | -30% | nt
- Cc1nc2ncccn2c1-c1csc(NCc2ccco2)n1
  -2% | 27 | 1 | 38* | -1.0% | 6 | -2% | 0% | 1
- Cc1ccc(Nc2nc(-c3c(C)nc4ncccn34)cs2)cc1
  -7% | nt | nt | nt | 2.7% | 5 | -59% | -15% | nt
- CN1CCN(c2ccc([N+](=O)[O-])cc2S(=O)(=O)N2CCOCC2)CC1
  -2% | 0 | 2 | -11 | -0.5% | 0 | 0% | nt | 0
- COc1ccccc1NC(CC(=O)c1ccccc1)C(=O)OCC(=O)c1ccc(Br)cc1 (centres undefined)
  -5% | 7 | 2 | 6 | 1.9% | -11&-1 | -5% | 6% | -3
- CCOC(=O)N1CCc2c(sc3c2c(=O)n(Cc2ccccc2)c(=O)n3CC(=O)NCC2CCCO2)C1 (centres undefined)
  -5% | 1 | 1 | -2 | 0.4% | -12 | -11% | -3% | -3
- COc1ccc(C(=O)/C=C/c2cn(CC(O)CN3CCc4ccccc43)c3ccccc23)cc1 (centres undefined)
  -4% | -12 | 7 | 6 | -0.2% | 4 | -4% | 9% | -5
- O=C(CSc1ncnc2c1cnn2-c1ccccc1Cl)N1CCN(C(=O)c2ccco2)CC1
  -6% | -4 | 0 | 3 | 0.7% | 1 | -8% | 0% | -2
- c1ccc(N2CCN(c3nc4ccccc4n4nnnc34)CC2)cc1
  0% | -3 | 2 | 8 | 1.8% | -3 | -16% | ? | -4
- CCc1nc(SCC(=O)Nc2nnc(CC(C)C)s2)n[nH]1
  -4% | -12 | 1 | -5 | -0.4% | -5 | 3% | -1% | -5
- Cc1[nH]c(=O)[nH]c(=O)c1NS(=O)(=O)c1ccc2c(c1)CCCC2
  -1% | 6 | 2 | -7 | 0.1% | -1 | -2% | -3% | -2

# 6 compounds picked at random from those above:
# Results follow in this order: GRP78 ERSR act | D1 antagonist | D1 ag | D2 PAM | RXFP1 agonist | LDHA inh | Vif-APOBEC3G blk | Vif-A3F inh | D1 potentiator
- CCc1nc(SCC(=O)Nc2nnc(CC(C)C)s2)n[nH]1
  -4% | -12 | 1 | -5 | -0.4% | -5 | 3% | -1% | -5
- COc1ccccc1NC(CC(=O)c1ccccc1)C(=O)OCC(=O)c1ccc(Br)cc1 (centres undefined)
  -5% | 7 | 2 | 6 | 1.9% | -11&-1 | -5% | 6% | -3
- COc1cccc(/C=C/C(=C2/C(=O)N(c3ccccc3)N=C2C)c2ccc(Br)cc2)c1OC
  -3% | -85* | 0 | -20 | -0.2% | -11 | -2% | -15% | -11
- O=C(CSc1ncnc2c1cnn2-c1ccccc1Cl)N1CCN(C(=O)c2ccco2)CC1
  -6% | -4 | 0 | 3 | 0.7% | 1 | -8% | 0% | -2
- CC1CCC/C(=C(\C#N)c2nc(-c3cc4ccccc4oc3=O)cs2)C1 (centres undefined)
  17% | 4 | 4 | -1 | -1.1% | -4 | -1% | -11% | 7
- O=C(NCc1ccc(Cl)cc1)C1CCCN(S(=O)(=O)c2cnc[nH]2)C1 (centres undefined)
  -3% | 9 | 4 | nt | 1.7% | -1 | 3% | -5% | -1

# Following part:
# Results follow in this order: GRP78 ERSR act | D1 antagonist | D1 ag | D2 PAM | RXFP1 agonist | LDHA inh | Vif-APOBEC3G blk | Vif-A3F inh | D1 potentiator
- Cc1ccc(C(=O)NNC(=O)c2ccncc2)cc1[N+](=O)[O-]
  -1% | 1 | 1 | 5 | 1.1% | 0 | 3% | 1% | 3
- CCOC(=O)c1nn(-c2cccc(C)c2)c2nnc(Cc3ccc(C)cc3)c(=O)n12
  -1% | -2 | 2 | -10 | 2.4% | -13 | 2% | 4% | -8
- CCOC(=O)[C@@H]1[C@H]2COc3ccc(Br)cc3[C@@H]2N2C(=O)N(c3cccc(Cl)c3)C(=O)[C@]12C
  -3% | nt | nt | nt | nt | -6 | -2% | -7% | nt
- CCOC(=O)c1ccccc1NC(=O)c1sc2ncn(Cc3cccc(F)c3)c(=O)c2c1C
  -8% | -12 | 3 | -9 | 2.9% | 0 | 1% | 5% | -4
- O=C(CSc1nnc(-c2n[nH]c3ccccc23)n1-c1ccccc1)Nc1ccccc1Cl
  12% | 6 | 5 | 16 | -0.1% | -11 | 0% | 1% | 8
- CCC(C(=O)OCC(=O)Nc1c(C)nn(-c2ccccc2)c1C)c1ccccc1 (centres undefined)
  ? | 7 | 14 | 3 | -2.2% | -1 | -1% | -5% | -2
- CCOC(=O)C1CCCN(S(=O)(=O)c2ccccc2)C1 (centres undefined)
  -1% | 3 | 2 | -2 | -0.7% | -8 | 2% | 3% | -1
- COC(=O)c1sc(S(=O)(=O)N2CCC(C(N)=O)CC2)c(C(=O)OC)c1C
  -2% | -20 | 1 | 8 | 0.3% | -1 | 4% | 3% | -1
- O=C(Nc1ccccc1SC(=O)c1ccccc1)c1ccccc1
  6% | nt | nt | nt | nt | -10 | -2% | ? | nt
- Cn1cc(CN2CCCC(CO)(Cc3cccc(Cl)c3)C2)cn1 (centres undefined)
  -4% | 5 | 0 | -14 | 4.6% | -9 | 1% | 3% | -4
- Cc1ccc(S(=O)(=O)N2CCCC(C(=O)NCC3COCCO3)C2)cc1 (centres undefined)
  -5% | -7 | 0 | -1 | 1.5% | -2 | -1% | -1% | -8
- CC(=O)C(Cc1cnc(Cl)s1)(Cc1cnc(Cl)s1)C(C)=O
  -1% | -6 | 0 | -3 | 0.8% | -1 | 1% | -1% | -2
- COc1ccc(NC(=O)CN2CCN(CC(=O)Nc3ccc(F)cc3)CC2)cc1Cl
  -3% | -4 | 4 | 10 | 1.1% | -3 | -3% | -7% | -4
- Cc1ccc(C(=O)NC(=S)Nc2cccc3c(C)cc(C)nc23)cc1
  -1% | 12 | 2 | -3 | 2.3% | -9 | 0% | -2% | 5
- COc1ccccc1OC(=O)c1ccc2nsnc2c1
  -2% | -1 | 5 | 8 | -0.4% | 2 | -1% | -5% | 2
- CN1C2C=C3C(C#N)=C(N)C(C#N)(C#N)[C@@H](c4cccc(F)c4)[C@@H]3C1CC2 (some centres undefined)
  0% | -1 | 4 | -5 | 0.0% | -4 | -2% | -19% | -3
- CCc1c(C)c2cc3c(c(C)c2oc1=O)OCN(CCc1ccc(OC)c(OC)c1)C3
  -2% | -2 | 8 | 8 | 22% | 3 | -1% | 2% | 0
- COc1cccc(/C=N/n2c(C)nc3ccccc3c2=O)c1O
  2% | 37 | 7 | 4 | 1.4% | 11 | 3% | -24% | -2
- CCOc1cccc(-c2c(C(=O)N/N=C/c3ccncc3)nnn2-c2nonc2N)c1
  0% | 12 | 5 | 0 | -3.3% | -7 | 2% | 0% | 17
- COC(=O)C1(C)NC(c2ccc(F)cc2)C2C(=O)N(c3ccc(C)cc3)C(=O)C21 (centres undefined)
  -4% | -1 | 2 | 0 | 1.5% | 0 | 5% | 3% | -3
- Cc1ccc(C(NC(=O)c2ccccc2S(C)(=O)=O)c2ccccc2)cc1 (centres undefined)
  -2% | -5 | 0 | 34* | 4.1% | -17 | -4% | 5% | -6
- CCOC(=O)c1[nH]c(C)c(C(=O)N(C)Cc2ccccc2)c1C
  -3% | 15 | 3 | -2 | 2.4% | 7 | -1% | -1% | 1
- Cc1cc(C)cc(NC(=O)CSc2nc(-c3ccccc3)c3cc(F)ccc3n2)c1
  -1% | 11 | 1 | -1 | 4.8% | 0 | 6% | -2% | 6
- O=C(O)c1ccc(N/N=C/c2cccc(F)c2)cc1
  -11% | -1 | 2 | 10 | -0.3% | -6 | -4% | 6% | 5
- O=C(Nc1cccc(F)c1)Nc1ccc2c(c1)CCC2
  -2% | -84* | 20 | -2 | -3.1% | 0 | -8% | -1% | -10
- CC1(C)C/C(=N/Nc2ccc([N+](=O)[O-])cc2[N+](=O)[O-])C(C)(C)O1
  -3% | nt | nt | nt | nt | -11 | 0% | 2% | nt
- O=C(CNC(=O)N1CC(=O)Nc2ccccc21)NCCc1c[nH]c2ccccc12
  -3% | 9 | 4 | 14 | 0.3% | -1 | 1% | 4% | -1
- Cc1ccc2c(c1)c(C)c(C)n2CC(O)Cn1nnc2ccccc21 (centres undefined)
  -8% | 4 | 4 | nt | -0.2% | 12 | -8% | -14% | 1
- O=C(CNS(=O)(=O)c1ccccc1F)NNC(=O)c1ccc(Br)cc1
  -3% | -1 | 3 | -13 | -1.0% | -1 | 1% | -18% | 0
